# NCI-60 one-dose screen, 48 h, at 10 µM unless noted. Numbers give growth in % (100 = growth as untreated, 0 = no growth, -100 = all killed).
# A498 – A498 renal cancer cells | 76,000 tested, 5.4% active
# ACHN – ACHN renal cancer | 81,000 tested, 4.9% active | AID 1794771
# OVCAR-4 – OVCAR-4 ovarian cancer cells; 80,000 tested, 3.7% active; AID 1794784
# OVCAR-8 – OVCAR-8 ovarian cancer. 81,000 tested, 4.4% active
# IGROV1 – IGROV1 ovarian cancer; 79,000 tested, 4.7% active; AID 1794786
# RXF 393 – RXF 393 renal cancer cells; 77,000 tested, 6.9% active; AID 1794773
# SK-OV-3 – SK-OV-3 ovarian cancer cells | 80,000 tested, 3.2% active
# OVCAR-5 – OVCAR-5 ovarian cancer | AID 1794783 | 82,000 tested, 2.9% active
# OVCAR-3 – OVCAR-3 ovarian cancer | AID 1794787 | 79,000 tested, 7% active
# The depositor's hits bear a star; . = no result given; & = joins results of further samples; [ ] = remark or other dose. Rule for the calls: active = growth percent below 10; inactive = the rest.
SMILES,A498,ACHN,OVCAR-4,OVCAR-8,IGROV1,RXF 393,SK-OV-3,OVCAR-5,OVCAR-3
O=C(CSc1nc2ccccc2c(=O)n1-c1ccc(Cl)cc1)Nc1ccc(S(=O)(=O)Nc2nccs2)cc1,107,104,113,101,95,95,105,95,111
N#Cc1c(Nc2ccccc2)nn2c(N)cc(=O)[nH]c12,64,104,98,101,104,95,113,103,111
CS(=O)(=O)OCCN(CCOS(C)(=O)=O)c1ccc(/C=N/Nc2ccc([N+](=O)[O-])cc2[N+](=O)[O-])cc1,.,85,93,76,72,102,101,98,107
COc1ccc(/C=C2\CN(C)Cc3c2nc2nc(SC)[nH]c(=O)c2c3-c2ccc(OC)cc2)cc1,84,107,101,101,114,103,112,112,123
CCN(CC)CCCNc1nc2ccccc2c2c(=O)c3cc(Cl)ccc3sc12,41,47,45,61,51,76,89,75,40
CCOc1ccc(N2C(=O)/C(=C3\SC(=S)N(c4ccc(OCC)cc4)C3=O)SC2=S)cc1,98,100,101,98,107,103,100,96,.
COc1cccc(/C=N\NC(=O)c2ccncc2)c1O,.,31,32,59,65,57,57,67,14
CCN(CC)CCC=C(c1cccs1)c1cccs1,104,102,.,105,99,109,108,107,108
Nc1cccc(S(=O)(=O)O)c1,88,104,101,105,109,103,100,101,110
O=S(=O)(O)c1cc(Cl)cc(Cl)c1O,128,102,112,102,117,123,98,110,106
O=Cc1nc2ccccc2c(/C=C/c2ccccc2)c1C(=O)c1ccccc1,107,101,96,92,100,94,96,96,107
CCOC(=O)OCC(=O)[C@@]1(O)CC[C@H]2[C@@H]3CCC4=CC(=O)CC[C@]4(C)[C@H]3[C@@H](O)C[C@@]21C,99,99,104,95,87,127,68,83,112
COc1ccc(F)cc1/C=C/C(=O)/C=C(/C=C/c1cc(F)ccc1OC)OB(F)F,108,2.3*,29,7.5*,25,18,97,49,1.7*
O=C(CNC(=O)c1ccccc1)Sc1ccccc1,96,102,100,103,122,118,116,105,100
CC(=O)Oc1ccccc1C(=O)Nc1ccc(C(C)=O)cc1,81,107,96,111,114,.,111,116,103
C/C(=N\NC(=O)Nc1cccc(C)c1)c1nnn(-c2ccc(Br)cc2)c1C,99,101,105,101,97,100,102,107,.
COc1cccc(CSC(C(=O)O)c2ccccc2)c1 (centres undefined),85,106,111,107,104,102,109,97,105
O=S1(=O)C=CCC1,82,106,88,88,116,106,108,104,119
O=[N+]([O-])c1ccc2[nH]c3nc4ccccc4nc3c2c1,128,90,97,100,84,98,105,107,106
Cn1ncc2c(N)nc(Oc3ccccc3-c3ccccc3)nc21,105,52,58,36,39,25,110,67,28
CC(=O)Oc1[nH]c(=O)c2cccc3c2c1CCC3,111,100,118,109,116,120,101,104,.
O=C(Oc1ccc(/C=C/c2cc(OC(=O)c3ccc([N+](=O)[O-])cc3)cc(OC(=O)c3ccc([N+](=O)[O-])cc3)c2)cc1)c1ccc([N+](=O)[O-])cc1,89,.,115,101,110,109,101,111,117
Cn1ccnc1C(=O)/C=C/c1ccc(CC(=O)Nc2ccc(F)cc2)cc1,.,69,30,13,39,36,85,65,6.2*
CCCCC(O)Cn1ncc(C(=O)OCC)c1NC(=O)NCc1ccc(F)cc1 (centres undefined),.,100,82,98,99,110,.,107,101
CC(=O)c1cc2c(N)c(C(=O)Nc3cccc4cccnc34)sc2nc1C,.,108,110,102,111,112,91,104,122

# (cont.)
SMILES,A498,ACHN,OVCAR-4,OVCAR-8,IGROV1,RXF 393,SK-OV-3,OVCAR-5,OVCAR-3
Cn1ncc2c(NCCO)nc(Cl)nc21,.,103,108,96,107,111,104,97,104
O=C1Nc2cc(-c3ccc(NC(=O)c4ccc(F)c(Cl)c4)cc3)ccc2/C1=C/c1ccc[nH]1,111,91,87,104,94,98,100,103,92
C=C(C)C(=O)N(C)C,109,110,120,96,95,116,83,103,110
CC1(C)C(=O)/C(=C\c2ccc(C(F)(F)F)cc2)C[C@]2(C)[C@H]3CC[C@@H]4[C@@H](C(=O)/C=C/c5ccc(C(F)(F)F)cc5)CC[C@@]4(C)[C@]3(C)CC[C@@H]12,95,102,113,100,106,102,104,99,105
COc1cc(-c2nnc(SCC(=O)N3CCN(c4cc5c(cc4F)c(=O)c(C(=O)O)cn5C4CC4)CC3)o2)cc(OC)c1OC,132,98,97,87,98,101,74,100,107
O=[N+]([O-])c1ccc(-[n+]2cc([O-])on2)cc1,115,102,114,100,106,122,115,109,109
O=C(Nc1ccc(OCc2nnc(-c3ccccc3)o2)c(F)c1)c1ccc(Cl)c(Cl)c1,79,76,64,79,96,81,94,90,114
CCCCOCCOC(=O)c1ccc(C)cc1,.,114,100,112,.,112,110,117,108
CCOC(=O)c1cnn(CC(O)c2ccccc2)c1NC(=O)c1ccc(F)cc1 (centres undefined),.,104,94,97,101,109,.,99,112
C[C@H]1[C@H](C)CC[C@]2(COC(=O)CCC(=O)O)CC[C@]3(C)C(=CC[C@@H]4[C@@]5(C)CCCNC(C)(C)[C@@H]5CC[C@]43C)[C@H]12,70[100 µM],60[100 µM],.,70[100 µM],55[100 µM],53[100 µM],65[100 µM],88[100 µM],75[100 µM]
COc1ccc(/C=C2\N=C3N(NC(SC)=C(C#N)C(=N)N3c3ccccc3)C2=O)cc1,104,92,99,104,84,120,87,134,104
COc1ccc(NCc2nnc(-c3ccc(F)cc3)o2)cc1,.,101,100,95,114,.,85,96,106
COc1ccc(-c2ccc3c4c(cccc24)C(=O)N(c2nc4ccccc4s2)C3=O)cc1,107,91,102,95,81,97,83,83,91
Cc1cc(Nc2nc(N3CCOCC3)nc3ccccc23)n[nH]1,-13*,33,52,104,31,.,21,89,59
COc1ccc(C2C3=C(NC(C)(C)NC3Nc3cccnc3)OC2C(=O)c2ccc(N=[N+]=[N-])cc2)cc1 (centres undefined),108,105,108,102,102,131,106,102,109
NS(=O)(=O)c1ccc(C(=O)N=Nc2c(O)[nH]c3ccc(Br)cc23)cc1,123,108,100,107,101,108,122,108,113
ClCc1ccccc1CSc1ncnc2c1ncn2Cc1ccccc1CCl,110,95,.,85,90,106,108,110,82
Cc1cc(-c2ccccc2)cc(C)n1,116,106,100,106,102,117,109,108,127
Nc1c2nc[nH]c2c(N)c2[nH]c(=O)c(=O)[nH]c12,77,103,111,95,105,104,114,109,114
CC(c1ccccc1)N1CSC2=NC(O)=CC(N)N2C1 (centres undefined),98,105,98,.,102,.,109,111,111
CC(C)c1cc(C(C)C)c(S(=O)(=O)OCCO[C@H]2Cc3cc4ccc(=O)oc4cc3OC2(C)C)c(C(C)C)c1,55,67,63,75,71,.,.,79,74
O=C(Nc1csnn1)c1csnn1,113,97,103,109,98,104,110,105,105
COc1ccc(Cc2ccc(OC)cc2)cc1,77,95,90,98,94,.,125,100,108
O=C(CCc1nnc2sc(-c3ccc(Cl)cc3Cl)nn12)c1nc2ncccc2[nH]1,-69*,-48*,-38*,0.1*,-15*,-93*,36,-49*,-69*
O=C(NC1CCCCC1)/C(=C\c1ccccc1)NC(=O)c1ccccc1,99,100,103,103,107,94,105,114,112

# Profiles, looked up by structure. Order of screens: A498 | ACHN | OVCAR-4 | OVCAR-8 | IGROV1 | RXF 393 | SK-OV-3 | OVCAR-5 | OVCAR-3
# Entry for `Cc1cc(-c2ccccc2)cc(C)n1` : 116 | 106 | 100 | 106 | 102 | 117 | 109 | 108 | 127
# Entry for `O=C(CSc1nc2ccccc2c(=O)n1-c1ccc(Cl)cc1)Nc1ccc(S(=O)(=O)Nc2nccs2)cc1` : 107 | 104 | 113 | 101 | 95 | 95 | 105 | 95 | 111
# Entry for `Cn1ncc2c(N)nc(Oc3ccccc3-c3ccccc3)nc21` : 105 | 52 | 58 | 36 | 39 | 25 | 110 | 67 | 28
# Entry for `O=C(Nc1ccc(OCc2nnc(-c3ccccc3)o2)c(F)c1)c1ccc(Cl)c(Cl)c1` : 79 | 76 | 64 | 79 | 96 | 81 | 94 | 90 | 114

# The results go on.
SMILES,A498,ACHN,OVCAR-4,OVCAR-8,IGROV1,RXF 393,SK-OV-3,OVCAR-5,OVCAR-3
C#CC(C)(C)OC(=O)Nc1cccc(Cl)c1,72,101,115,96,103,106,89,100,106
Cc1nc(/N=C(\N)NC(=O)Nc2cccc(Cl)c2)sc1C,42,78,99,94,63,88,88,96,81
N#Cc1cnn(-c2cc(=O)[nH]c3ccc(Cl)cc23)c1N,.,93,97,97,85,106,.,98,105
CC1=C(C(=O)Nc2ccccc2)C(c2cccc([N+](=O)[O-])c2)C(C(=O)Nc2ccccc2)=C(C)N1,100,70,65,74,64,79,69,103,67
C/C(=N/NC(=O)c1cc2ccccc2oc1=N)c1ccc(Cl)cc1,95,110,117,131,110,106,122,111,122
O=C(CNc1ccc2c(c1)C(=O)c1ccccc1C2=O)Nc1ccc2c(c1)C(=O)c1ccccc1C2=O,28,-94*,-26*,-25*,-73*,-89*,-31*,-84*,-100*
COc1ccc(Cn2cc3c(c2)-c2[nH]c(=O)ncc2CC3)cc1,109,103,119,115,.,106,102,103,114
C=CCn1c(-c2nc3ccc(C(=C(C#N)C#N)c4ccccc4)cc3[nH]2)cc2cc(-c3ccccc3OC)ccc21,113,87,92,99,76,.,86,104,106
OCCCc1ccccc1Cl,86,102,109,115,106,113,117,97,125
CCCCn1cnc2c1C(=O)c1nc3n(c1C2=O)CCCC3,92,101,54,.,102,97,108,130,94
COc1ccc(OC)c2nc3c(nc12)[nH]c1ccccc13,107,93,101,97,74,95,83,106,.
CCN(c1ccccc1)c1nc(Cl)nc2c1cnn2C,95,92,103,95,71,79,105,90,102
COC(=O)/C=C1/S/C(=N\N=C\c2ccc(OS(=O)(=O)C(F)(F)C(F)(F)C(F)(F)C(F)(F)C(F)C(F)(F)F)cc2)N(c2ccccc2)C1=O (centres undefined),91,97,111,102,99,90,95,101,106
Clc1ccc(C(SCc2ccccc2)SCc2ccccc2)cc1,81,101,89,96,93,88,95,93,90
CCCN1C(=O)CSC1=Nc1ccc2cc3ccc(N=C4SCC(=O)N4CCC)cc3nc2c1,63,36,15,37,.,-28*,74,89,51
N#CCC(=O)NNc1nc2ccccc2[nH]c1=O,.,93,90,103,94,101,99,101,103
CCCCCCCC(=O)Oc1ccccc1Cl,61,98,105,113,104,93,116,96,102
CN(C)c1ncnc2c1ncn2C1CCCO1 (centres undefined),99,101,107,107,104,114,107,102,109
Cc1csc(C)[n+]1CCc1ccccc1,76,105,109,101,110,107,96,105,109
O/N=C/c1ccncc1,101,109,.,107,114,122,100,116,113
Oc1cccc(N=Cc2ccccc2O)c1,95,111,108,105,103,126,102,119,106
COc1cc(C2CC(c3cc(C)ccc3C)=NN2c2ccc(S(=O)(=O)NC(=O)NCc3ccccc3)cc2)cc(OC)c1OC (centres undefined),49,57,60,42,75,51,82,70,58
O=C1/C(=C/c2ccc([N+](=O)[O-])cc2)COc2ccc(O)cc21,100,83,89,70,73,99,113,99,83
CCOC(=O)C(Cc1cc(N)c(Oc2ccc(OC)cc2)c(N)c1)NC(C)=O (centres undefined),87&93,103&96,105&108,98&104,110&120,109&108,107,94&98,106&124
COc1ccc(-c2cc(-c3ccccc3)nc3nc(N)nn23)cc1,.,91,111,100,103,105,114,103,114

# Later entries:
SMILES,A498,ACHN,OVCAR-4,OVCAR-8,IGROV1,RXF 393,SK-OV-3,OVCAR-5,OVCAR-3
Cc1cnc(N)nc1OCCNC(=O)c1cccc(-c2ccc(S(=O)(=O)Nc3ccc4c(c3)N(C(=O)C3CC3)CCC4)cc2)c1,40,85,.,67,74,88,99,105,79
O=C1c2cc([N+](=O)[O-])ccc2-c2cc(Cl)c(NC(=O)C(F)(F)F)cc21,101,99,.,121,110,88,111,104,133
Cc1c(Cl)c(C)c(Cl)c(O)c1Cl (tested in a mixture with another compound),107,115,120,112,117,130,117,103,118
NS(=O)(=O)c1cccc(NC(=O)CSc2ccc(-c3ccccc3)nn2)c1,161,106,81,74,113,102,99,120,123
Cc1ccc(-c2nc3ccccn3c2/C=C2/C(=O)Nc3ccccc32)cc1,61,80,95,93,73,77,104,94,89
O=C1CSC(c2ccccc2O)N1c1nnc(Cn2cnnc2)o1 (centres undefined),106,89,86,.,74,.,88,78,91
CCOC(=O)c1ccc2c(c1)c1c(C)c3cnccc3c(C)c1n2C,-79*,-95*,-15*,-22*,-63*,-83*,-21*,-47*,-47*
N#CC(C(=O)c1ccccc1)c1ccc(Cl)cc1 (centres undefined),107,108,106,107,113,123,110,109,108
CC(=O)Nc1ccc(C(Cl)=C(Cl)Cl)cc1,85,86,113,87,105,97,87,77,98
CCOC(=O)c1ccc(NC(=O)OCc2ccccc2)cc1,129,98,89,102,91,164,101,100,121
NS(=O)(=O)c1ccc(Nc2ccnc(SCC(=O)c3ccc([N+](=O)[O-])cc3)n2)cc1,76,105,111,105,98,91,111,110,106
O=S(=O)(NCCCNc1nccc(-c2[nH]c(-c3ccccc3)nc2-c2ccc(Cl)c(O)c2)n1)c1cccc(F)c1,101,57,72,50,58,34,105,85,60
O=C1C(O)=C(Cl)C(=O)C(O)=C1Cl,117&113,108&101,112&114,114,107,124,109&100,104&105,104&106
COc1ccc(COc2ccc(/C=C3\C(=O)Nc4cc(Cl)ccc43)cc2OC)cc1,94,94,82,99,80,.,108,98,105
CC(C)OC(c1ccc2c(c1)OCO2)C(C)Br (centres undefined),79,105,99,114,97,100,111,105,108

# 5 compounds picked at random from the list so far, as already listed:
SMILES,A498,ACHN,OVCAR-4,OVCAR-8,IGROV1,RXF 393,SK-OV-3,OVCAR-5,OVCAR-3
NS(=O)(=O)c1ccc(Nc2ccnc(SCC(=O)c3ccc([N+](=O)[O-])cc3)n2)cc1,76,105,111,105,98,91,111,110,106
N#CC(C(=O)c1ccccc1)c1ccc(Cl)cc1 (centres undefined),107,108,106,107,113,123,110,109,108
CCOC(=O)c1ccc2c(c1)c1c(C)c3cnccc3c(C)c1n2C,-79*,-95*,-15*,-22*,-63*,-83*,-21*,-47*,-47*
CCOC(=O)c1ccc(NC(=O)OCc2ccccc2)cc1,129,98,89,102,91,164,101,100,121
CC(=O)Nc1ccc(C(Cl)=C(Cl)Cl)cc1,85,86,113,87,105,97,87,77,98

# From PubChem
